Screening results (PubChem BioAssay)
ATXN2 expr inh: inhibitors of ATXN2 expression. HEK-293 ATXN2-luciferase reporter, luminescence, 24 h. Potency, µM (top dose mostly 57 µM), without a hit: at the top dose activity change, negative = inhibition, usual class: inhibitors. 0.72% of 360,000 active. AID 1745845; note: potency is the fitted concentration of half-maximal effect; % is set by controls: 0 for no effect and ±100 for the full control effect; nearly all actives have a fitted effect of over 55% in size
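qHTS (up to 57 uM final) was run with 24 h compound exposure of reporter cells at 37 °C. Each well was multiplexed: SteadyGlo luminescence measured ATXN2-luciferase expression after a fluorogenic Gly-Phe-AFC viability readout (25 uM final).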
KB-3-1 cytotox: kills parental KB-3-1 adenocarcinoma cells | KB-3-1 viability, CellTiter-Glo ATP luminescence, 72 h | Potency, µM (highest dose often 46.1 µM), without a hit: top-dose activity change, negative = cytotoxic, actives largely listed as cytotoxic | 1.4% of 400,000 active; note: potency is the fitted concentration of half-maximal effect; % is set by controls: 0 for no effect and ±100 for the full control effect; nearly all actives have a fitted effect of over 60% in size
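Using CellTiter-Glo luminescence, growth of non-resistant KB-3-1 adenocarcinoma cells is assessed 72 h after pin-tool compound addition at 37 °C. Normalized responses across the concentration series yield fitted curves.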
KB-V1 MDR tox: KB-V1 MDR subline cytotoxicity; KB-V1 MDR cells viability, CellTiter-Glo, 72 h; Potency, µM (titrated, usually from 46.1 µM), for inactives: top-dose activity change, negative = cytotoxicity, actives largely listed as cytotoxic; 3.4% of 400,000 active; AID 1347076; note: potency is the fitted concentration of half-maximal effect; % is set by controls: 0 for no effect and ±100 for the full control effect; nearly all actives have a fitted effect of over 60% in size
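Cytotoxicity via CellTiter-Glo luminescence after 72 h compound exposure at 37 degrees C. Cells: drug-selected KB-V1 line, DMEM phenol-red free plus 10% FBS. Compounds tested at multiple concentrations; normalized data fitted to concentration-effect curves.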
IL-1B inflam inh: inflammasome signaling inhibition, IL-1 beta readout. activity change, % at 57.5 µM. AID 743279. 4.7% of 360,000 active. THP-1 LPS/ATP IL-1B secretion, AlphaLISA, 16 h; hits give low values; in the data active = activity change below about -50%; inconclusive = mostly about -30% to -49%; note: % is set by controls: 0 for no effect and ±100 for the full control effect
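Secreted IL-1B measured by AlphaLISA bead assay after 16 h compound exposure of THP-1 cells; compounds (final up to 57.5 uM) added 1 h before LPS (250 ng/mL) and ATP (1.25 mM) stimulation; lower signal means less secretion.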
S2 tox: cell viability loss in ATXN counter-screen; S2 cells (HEK-293 line with an ATXN2-luciferase reporter) viability, CellTiter-Fluor protease fluorescence, 24 h; Potency, µM (doses to about 56.7 µM), most hits filed as cytotoxic; 0.49% of 400,000 active; note: potency is the fitted concentration of half-maximal effect; nearly all actives have a fitted effect of over 40% in size
HT1080-NT tox: kills 2HG-producing HT-1080-NT fibrosarcoma cells; HT-1080-NT fibrosarcoma viability, CellTiter-Glo ATP luminescence, 48 h; Potency, µM (titrated, usually from 46.1 µM), without a hit: at the top dose activity, negative = less viability, most hits filed as cytotoxic; 1.6% of 360,000 active; AID 686970;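 note: NT is the 2HG producing partner of a matched IDH1 knockdown line; potency is the fitted concentration of half-maximal effect; 0% = DMSO-treated cells and -100% = media-only wells without cells; nearly all actives have a fitted effect of over 55% in size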
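A 48-hour cytotoxicity screen used HT-1080-NT cells plated 2 hours before compound delivery. ATP-based CellTiter-Glo luminescence measured viability, normalized to DMSO and no-cell controls.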
MCF10A rereplic: inducers of DNA re-replication in MCF 10A breast cells | MCF 10A DNA re-replication, Hoechst nuclear intensity, 48 h | Potency, µM (doses to about 46.1 µM), without a hit: top-dose activity, positive = re-replication, hits mostly activators | 2.9% of 350,000 active | AID 624296; note: potency is the fitted concentration of half-maximal effect; % of control where 0% means no effect; nearly all actives have a fitted effect of over 50% in size
SW480 rereplic: inducers of DNA re-replication in SW480 colon cancer cells | AID 624297 | Potency, µM (top dose mostly 46.1 µM), inactives show at the highest dose re-replication activation, most hits filed as activators | 1.8% of 340,000 active | SW480 DNA re-replication, Hoechst DNA content imaging, 48 h; note: potency is the fitted concentration of half-maximal effect; % of control where 0% means no effect; nearly all actives have a fitted effect of over 55% in size
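Readout is total intensity of Hoechst-stained nuclei, excited at 405 nm and collected at 500-530 nm. Compound treatment lasted 48 hr at 37 C in 5% CO2 before staining.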
HT1080 IDH1KD tx: kills HT-1080 cells with IDH1 knockdown; HT-1080 IDH1 knockdown viability, ATP luminescence, 48 h; Potency, µM (top dose mostly 46.1 µM), without a hit: at the highest dose activity, negative = toxicity, actives largely listed as cytotoxic; 2% of 360,000 active;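 note: potency is the fitted concentration of half-maximal effect; 0% = DMSO wells and -100% = cell-free medium wells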
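Using the IDH1-knockdown HT-1080 line run in the same batch and compound series as the NT line, viability after 48 h at 37 °C was determined by CellTiter-Glo luminescence and expressed as % activity.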
* marks the source's active call; other numbers are inactive results; i = inactive; ? = inconclusive; / = no result given; & = joins results of further samples; [ ] = dose if it differs, or a comment. Unless noted, calls come from the whole dose curve; as a rule, active = well fitted curve in the direction sought with a large enough effect; inconclusive = small, poorly fitted or top-dose-only effect, or another doubt; inactive = no such curve, though single readings can be large; an effect the other way counts as inactive or inconclusive. Hits appear at their usual frequency. About 11% of those tested had a hit in this group.

SMILES	ATXN2 expr inh	KB-3-1 cytotox	KB-V1 MDR tox	IL-1B inflam inh	S2 tox	HT1080-NT tox	MCF10A rereplic	SW480 rereplic	HT1080 IDH1KD tx
Cc1ccc(S(=O)(=O)NCc2ccncc2)cc1C(=O)NCC(C)C	-1%	-9%	-3%	10	i	-10%	?	-1%	-1%
CC(C)CC1NC(=O)N(CCCCN2C(=O)c3ccccc3C2=O)C1=O (stereo not drawn)	-41%[11.3 µM]	-5%	-13%	3	i	11%	9%	-8%	15%
C=CCOc1cccc(C2c3c(oc4ccccc4c3=O)C(=O)N2c2ccccn2)c1 (stereo not drawn)	8%	9%	-16%	18	i	-1%	1%	-10%	13%
CCOc1ccc(-c2nc(-c3cccnc3)no2)cc1	15%	-1%	11%	?	i	3%	11%	-6%	2%
COc1cc(Cl)ccc1OCc1cc(C(=O)NC(C)Cc2cccnc2)no1 (stereo not drawn)	41%[activator]	/	/	-7	i	-10%	1%	-2%	0%
O=C(CSc1nnnn1-c1ccc2c(c1)OCO2)NCc1cccs1	30%	-22%	-11%	-14	i	-8%	7%	-2%	-2%
COc1cc([N+](=O)[O-])ccc1NC(=O)NCc1ccco1	-15%	12%	-5%	?	i	11%	-1%	-8%	8%
CCOc1ccccc1-n1ccn(CC(=O)Nc2ccc(Br)cc2F)c(=O)c1=O	0%	-6%	-15%	-8	i	-6%	1%	0%	-14%
CCc1ccc(OCC(=O)NC(=S)Nc2ccc(C(C)=O)cc2)c(Br)c1	-4%	6%	10%	-6	i	-3%	-9%	-2%	10%
COC(=O)C1(C)NC(c2ccccc2C)C2C(=O)N(c3ccc(F)cc3)C(=O)C21 (stereo not drawn)	-10%	13%	17%	87	i	14%	?	11%	16%
CCc1ccccc1NC(=O)CN(C)Cc1c(O)ccc2ccccc12	4%	5%	9%	-3	i	-9%	1%	15%	-1%
COc1ccc(S(=O)(=O)N(CC(=O)N2CCc3ccccc3C2)c2ccc(C)cc2)cc1	-12%	-1%	-3%	/	i	/	/	/	/
O=C(OCC1OC2C(Oc3nc(=O)ccn32)C1O)c1ccccc1 (stereo not drawn)	-3%	0%	22%	0	i	-1%	3%	-14%	-3%
O=c1[nH]c2cc3c(cc2cc1C(c1nnnn1CC1CCCO1)N1CCCC1)OCO3 (stereo not drawn)	2%	-8%	-5%	-6	i	3%	3%	-2%	1%
CCOc1cc(-c2nnc(NC(=O)C3=COCCO3)o2)cc(OCC)c1OCC	-7%	?	?	4	i	1%	7%	0%	-15%
CS(=O)(=O)Nc1ccc(S(=O)(=O)NC2CCCCC2)cc1	7%	1%	0%	39	i	0%	-13%	1%	2%
Cc1ccc(/C=C2/CCc3c([nH]c4ccccc34)C2=O)cc1	88%[activator]	0%	-30%	1	i	11%	1%	1%	12%
Nc1cccc(NC(=O)CN2CCOCC2)c1	-1%	?	?	18	i	-2%	2%	15%	-2%
CNC1(C)C2CCC(C2)C1(C)C (stereo not drawn)	7%	/	/	/	i	/	-3%[9.22 µM]	-13%[9.22 µM]	/
CC(C(=O)N1CCN(Cc2ccccc2)CC1)c1ccc([N+](=O)[O-])cc1 (stereo not drawn)	9%	1%	-5%	-16	i	-1%	-2%	6%	1%
CCc1ccc(-n2c(C)cc(/C=N/NC(=O)OC)c2C)cc1	/	-3%	-14%	0	i	-12%	5%	?	-1%
COC(=O)C1=C(C)NC(C)=C(C(=O)OC)C1c1ccc2ccccc2n1	13%	-4%	3%	9	i	-1%	-6%	-2%	-3%
O=C(Nc1ccc(F)cc1F)NC1CC(=O)N(Cc2ccccc2)C1 (stereo not drawn)	-6%	9%	10%	3	i	10%	0%	-3%	0%
CCSc1nc2sc3c(c2c(=O)n1-c1ccc(C)cc1)CCN(C)C3	-8%	?	?	0	i	-9%	18µM*	?	-10%
COc1ccc(C(C#N)Nc2ccccc2OC)cc1 (stereo not drawn)	8%	0%	0%	0	i	2%	-2%	-4%	3%
COc1cccc(NC(=O)C2CCN(S(=O)(=O)c3c(C)noc3C)CC2)c1	-2%	6%	5%	/	i	/	/	/	/
Cc1csc(SC(C)C(=O)NCC2CCCCC2)n1 (stereo not drawn)	-28%	-4%	-23%	18	i	5%	2%	1%	8%
Cc1cc(C)c(S(=O)(=O)NC2CC3CCC2C3)c(C)c1 (stereo not drawn)	21%	-27%	1%	80	i	-16%	29%	?	-1%
COc1cccc(NC(=O)CCC2CCN(C(=O)c3scnc3C)CC2)c1	-7%	-2%	-17%	i	i	0%	13%	4%	0%
CCOC(=O)c1ccc(NC2=CC(c3ccc(Br)cc3)N(c3ccc(C(=O)OCC)cc3)C2=O)cc1 (stereo not drawn)	-8%	-28%	-17%	/	i	/	/	/	/
COc1ccc(-n2c(Cc3cccn3C)nnc2SCC(=O)N2CCC(C)CC2)cc1	1%	9%	-3%	8	i	-3%	0%	-4%	0%
CC1CCN(C(=O)CSc2nnc(CNC(=O)COc3ccc(Cl)cc3)o2)CC1	-2%	12%	-27%	-7	i	-4%	1%	-1%	-6%
CCCOc1ccc(C2CC(=O)Nc3c2c(=O)n(C)c(=O)n3C)cc1OC (stereo not drawn)	11%	7%	0%	/	i	/	/	/	/
CCOC(=O)C1CCCN(C(=O)c2ccc(S(=O)(=O)N3CCCC3)cc2)C1 (stereo not drawn)	-10%	12%	12%	-2	i	4%	0%	-4%	4%
Cc1nccn1S(=O)(=O)c1cc([N+](=O)[O-])ccc1Cl	-8%	-6%	6%	0	i	0%	-12%	?	2%
CCOC(=O)C1CCCN(C(=O)c2ccc3c(c2)N(C)C(=O)/C(=C/c2ccccc2Cl)S3)C1 (stereo not drawn)	-30%	?	?	-68*	i	-17%	?	?	-26%
C/C(=N\N=C(/N)SC1CC(=O)N(c2ccccc2)C1=O)c1cccs1 (stereo not drawn)	-9%	8%	7%	-8	i	?	2.3µM*	3.7µM*	19%[9.24 µM]
Cc1ccccc1OCC(=O)NNC(=O)c1cc(S(=O)(=O)N2CCOCC2)ccc1N1CCCC1	10%	19%	2%	-24	i	1%	-2%	-4%	1%
Cc1ccc2c(c1)N(CCCC(=O)NCCC1=CCCCC1)C(=O)CO2	5%	1%	-9%	3	i	7%[9.24 µM]	1%	-1%	4%
CC1CC(CC(C)C(=O)Nc2nncs2)C(=O)O1 (stereo not drawn)	2%	2%	0%	15	i	13%	9%	-7%	1%
O=C(NN1C(=O)c2cc(Br)ccc2NC1c1ccccc1Cl)c1ccncc1 (stereo not drawn)	28%	6%	-26%	-5	i	2%	6%	21µM*	0%
CC1CCN(S(=O)(=O)c2ccc3c(c2)N(CC(=O)NCc2ccccc2Cl)C(=O)CO3)CC1	9%	0%	?	/	?	/	/	/	/
C(#Cc1ccc(C#CCN2CCCC2)cc1)CN1CCCC1	6%	-23%	-3%	-15	?	2%	?	-11%	2%
CC1(C(=O)NS(=O)(=O)c2ccccc2)CCN1C(=O)C1(c2ccccc2)CCCC1 (stereo not drawn)	6%	0%	0%	-5	i	0%	/	/	2%
CC(C)C(NC(=O)c1ccccc1)C(=O)NCc1ccccn1 (stereo not drawn)	-3%	5%	4%	0	i	11%	-15%	1%	-2%
COc1ccc(CNCc2ccc(C(F)(F)F)cc2)cc1OC	-10%	-2%	-6%	5	i	17%	?	0%[9.22 µM]	11%
O=C(CSc1nc2c(sc3ccccc32)c(=O)n1CCCN1CCOCC1)NC1CCCC1	2%	-1%	1%	-19	i	11%	2%	2%	2%
CCOC(=O)C(=O)N(C)c1c(CC)nc2c(OCc3ccc(Cl)cc3)cccn12	-12%	0%	0%	16	i	-2%	/	/	0%
COc1cccc(NC(=O)Nc2ccc(Br)cn2)c1	5%	3%	-5%	-1	i	-1%	?	15%	10%
O=C(Nc1ccccn1)c1cccnc1	5%	-3%	13%	11	i	2%	-4%	1%	11%
COc1ccccc1/C=C1\SC(=O)N(CCC(=O)N2CCCCC2CCO)C1=O (stereo not drawn)	3%	-7%	-11%	?	?	?	11%	-18%	11%
NC(=O)c1ccc(/C(N)=N/S(=O)(=O)c2cc(C(F)(F)F)cc(C(F)(F)F)c2)cc1	12%	2%	0%	0	i	-4%	?	2%	-7%
O=C(O)c1cccc(S(=O)(=O)Nc2ccc(-c3ccccc3)cc2)c1	7%	?	30%	0	i	8%	2%	3%	21%
Cc1ccc(C)c(NC(=O)NCc2ccc3c(c2)CCN3C(=O)c2ccccc2)c1	-17%	-18%	2%	/	i	/	/	/	/
CCOc1ccccc1NC(=S)N1C2CCC1CC(NC(=O)NC13CC4CC(CC(C4)C1)C3)C2 (stereo not drawn)	-9%	10%	-15%	-12	i	-1%	-3%	29%	5%
CC(C)CN(CC(C)C)C(=O)c1cc2c(=O)n3ccccc3nc2s1	5%	5%	-26%	23	/	-2%	?	12%	2%
O=S(=O)(O)CCS	5%&4%&18%	0%	18%	6	?	5%	0%&-4%	-1%&4%	10%

Some of the entries so far, as labelled records:
> CC(C)CN(CC(C)C)C(=O)c1cc2c(=O)n3ccccc3nc2s1
  ATXN2 expr inh = 5%	KB-3-1 cytotox = 5%	KB-V1 MDR tox = -26%	IL-1B inflam inh = 23	S2 tox = /	HT1080-NT tox = -2%	MCF10A rereplic = ?	SW480 rereplic = 12%	HT1080 IDH1KD tx = 2%

> COc1ccccc1/C=C1\SC(=O)N(CCC(=O)N2CCCCC2CCO)C1=O (stereo not drawn)
  ATXN2 expr inh = 3%	KB-3-1 cytotox = -7%	KB-V1 MDR tox = -11%	IL-1B inflam inh = ?	S2 tox = ?	HT1080-NT tox = ?	MCF10A rereplic = 11%	SW480 rereplic = -18%	HT1080 IDH1KD tx = 11%

> CCOc1ccccc1NC(=S)N1C2CCC1CC(NC(=O)NC13CC4CC(CC(C4)C1)C3)C2 (stereo not drawn)
  ATXN2 expr inh = -9%	KB-3-1 cytotox = 10%	KB-V1 MDR tox = -15%	IL-1B inflam inh = -12	S2 tox = i	HT1080-NT tox = -1%	MCF10A rereplic = -3%	SW480 rereplic = 29%	HT1080 IDH1KD tx = 5%
